EZH2 inh = EZH2 (human) methyltransferase inhibition; PRC2 H3K27 methylation, DELFIA TRF, 1 h; inhibition, % at 12.5 µM; 0.35% of 57,000 active; AID 651548;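 active = mean inhibition of replicates at least 50% and every single replicate also reaching 50%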;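 note: dimethyl H3K27 on biotinylated H3 21-44 peptide detected by antibody; plate controls were median neutral control wells for no effect and median positive control wells for full effect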
IDH1 R132H inh = blocks human IDH1 R132H reductase activity; O75874; diaphorase/resazurin fluorescence, 60 min; inhibition, % at 10 µM; 0.18% of 70,000 active; AID 624101; in the data active = inhibition above about 34%;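 note: 0% = DMSO and 100% = no enzyme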
Target sequence (O75874 whole entry R132H): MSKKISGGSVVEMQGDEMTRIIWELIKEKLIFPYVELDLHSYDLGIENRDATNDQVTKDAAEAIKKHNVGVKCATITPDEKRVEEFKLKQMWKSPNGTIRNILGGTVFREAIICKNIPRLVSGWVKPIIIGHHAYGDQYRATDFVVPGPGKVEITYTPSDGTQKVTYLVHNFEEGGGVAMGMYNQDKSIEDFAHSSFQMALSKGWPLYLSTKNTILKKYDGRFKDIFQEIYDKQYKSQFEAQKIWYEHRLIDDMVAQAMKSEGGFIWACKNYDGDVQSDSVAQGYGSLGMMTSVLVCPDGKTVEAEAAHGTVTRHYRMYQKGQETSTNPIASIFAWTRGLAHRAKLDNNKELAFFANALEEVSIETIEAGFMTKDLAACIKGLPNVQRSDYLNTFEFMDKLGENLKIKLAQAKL
An asterisk follows results filed as active; x = no result given. These rows are one share of the data (hit frequency here may not be typical).

SMILES | EZH2 inh | IDH1 R132H inh
COc1ccccc1NC(=O)N[C@@H]1CC[C@H](CCNC(=O)Cc2ccccn2)O[C@H]1CO | 15 | -0.1
O=C(C[C@H]1C[C@@H]2c3cc(NC(=O)C4CCOCC4)ccc3O[C@@H]2[C@@H](CO)O1)NCc1cccc(F)c1 | 9 | 0.4
C/C=C/c1cnc2c(c1)C(=O)N([C@@H](C)CO)C[C@H](C)[C@H](CN(C)C(=O)c1ccc3c(c1)OCO3)O2 | x | 0.1
COc1ccc(-c2cnc3c(c2)C(=O)N([C@H](C)CO)C[C@H](C)[C@@H](CN(C)C(=O)C2CCOCC2)O3)cc1 | x | 0.0
COCC(=O)N1C[C@@H](C)[C@H](OC)CN(C)C(=O)c2cc(NC(=O)c3cnccn3)ccc2OC[C@@H]1C | 3 | -0.1
C[C@H]1CN([C@@H](C)CO)C(=O)CCCn2nncc2CO[C@H]1CN(C)C | 0 | 0.8
COc1cccc(N(CC(=O)Nc2ccc(OC)c(Cl)c2)S(C)(=O)=O)c1 | 6 | 0.0
C[C@@H]1CCCCO[C@@H](CN(C)Cc2ccncc2)[C@@H](C)CN([C@@H](C)CO)C(=O)c2cc(NC(=O)c3ccccc3)ccc2O1 | 14 | 0.6
CO[C@H]1CN(C)C(=O)c2cc(NC(=O)c3ccc(F)cc3)ccc2OC[C@@H](C)N(C)C[C@H]1C | 10 | 0.4
CN(C)c1ccc2c(c1)[C@@H]1C[C@@H](CC(=O)NC3CCCCC3)O[C@@H](CO)[C@@H]1O2 | -4 | -12
CC(C)NC(=O)NCC[C@@H]1CC[C@@H](NC(=O)CN(C)C)[C@@H](CO)O1 | 4 | -0.2
C[C@@H]1CCCCO[C@H](CN(C)S(=O)(=O)c2ccccc2)[C@@H](C)CN([C@H](C)CO)C(=O)c2cc(NC(=O)Nc3cccc4ccccc34)ccc2O1 | x | 2.1
CS(=O)(=O)Nc1ccc2c(c1)[C@@H]1C[C@@H](CC(=O)NCCc3ccccc3)O[C@H](CO)[C@@H]1O2 | -8 | 0.0
CNC[C@@H]1Oc2ccc(NS(=O)(=O)c3ccc(F)cc3)cc2C(=O)N([C@@H](C)CO)C[C@H]1C | -2 | x
COc1ccc2c(c1)C(O)(CC(=O)c1ccc3ccccc3c1)C(=O)N2 (stereo unspecified) | -7 | -0.2
CCCNC(=O)Nc1ccc2c(c1)C(=O)N(C)C[C@@H](OC)[C@@H](C)CN(C(=O)c1ccccc1F)[C@@H](C)CO2 | 3 | -0.3
CC(C)NC(=O)N(C)C[C@H]1Oc2cc(-c3ccccc3F)ccc2S(=O)(=O)N([C@H](C)CO)C[C@@H]1C | 5 | 2.4
C[C@@H]1CN([C@@H](C)CO)C(=O)Cc2cc(NC(=O)Nc3ccc(F)cc3)ccc2O[C@@H]1CN(C)S(C)(=O)=O | 26 | x
O=C(Nc1ccccc1F)N[C@H]1CC[C@H](CCNS(=O)(=O)c2ccc(F)cc2)O[C@@H]1CO | 1 | -0.3
O=C(NCC[C@@H]1CC[C@H](NC(=O)C2CCCCC2)[C@@H](CO)O1)c1cnccn1 | 3 | 0.0
CO[C@@H]1CN(C)C(=O)c2cc(NC(C)=O)ccc2OC[C@@H](C)N(S(C)(=O)=O)C[C@H]1C | 4 | -0.1
O=C(C[C@H]1C[C@@H]2c3cc(NC(=O)C4CCOCC4)ccc3O[C@@H]2[C@H](CO)O1)NCc1cc(F)ccc1F | 3 | 0.2
C[C@H](CO)N1C[C@H](C)[C@@H](CN(C)Cc2cccc(C(=O)O)c2)OCc2ccccc2-c2ccccc2C1=O | 8 | 0.1
C[C@@H]1CN([C@@H](C)CO)C(=O)c2cc(-c3cccc(F)c3)cnc2O[C@H]1CN(C)CC1CCCC1 | -7 | 0.1
C[C@@H](NC(=O)C[C@@H]1C[C@H]2c3cc(NC(=O)c4cccnc4)ccc3O[C@H]2[C@H](CO)O1)c1ccccc1 | 3 | -0.6
CCCNC(=O)N(C)C[C@@H]1Oc2cc(C3=CCCC3)ccc2S(=O)(=O)N([C@H](C)CO)C[C@H]1C | 15 | x
C[C@@H]1CCCCO[C@H](CN(C)CC2CCCCC2)[C@@H](C)CN([C@H](C)CO)C(=O)c2cc(NC(=O)c3ccccc3)ccc2O1 | x | 0.7
C[C@@H]1CN([C@H](C)CO)C(=O)Cc2cc(NC(=O)C3CCCCC3)ccc2O[C@@H]1CN(C)Cc1ccc(C(=O)Nc2ccccc2N)cc1 | -77 | x
C[C@H](CO)N1C[C@H](C)[C@H](CN(C)S(=O)(=O)c2ccccc2)Oc2ncc(C#CC(C)(C)O)cc2C1=O | 2 | -0.8
C[C@@H]1CN([C@H](C)CO)C(=O)c2cc(/C=C/c3ccccc3)cnc2O[C@@H]1CN(C)C(=O)C1CCC1 | x | -0.2
CO[C@@H]1CN(C)C(=O)c2cc(NC(=O)C3CC3)ccc2OC[C@H](C)N(C(=O)Cc2ccccn2)C[C@@H]1C | 5 | 0.2
COc1ccc(S(=O)(=O)N(C)C[C@@H]2Oc3ccc(NC(=O)CCN4CCOCC4)cc3CC(=O)N([C@@H](C)CO)C[C@H]2C)cc1 | x | 0.2
C[C@H](NC(=O)C[C@@H]1CC[C@@H](NC(=O)C2CCOCC2)[C@@H](CO)O1)c1ccccc1 | 11 | 0.4
CC(C)(C)OC(=O)NC/C=N/NC(=O)CCCCCCC(=O)Nc1ccccc1O | 5 | 0.0
C[C@H]1CN([C@@H](C)CO)C(=O)c2cc(NC(=O)Cn3cnnn3)ccc2O[C@@H]1CN(C)C(=O)Nc1ccc2c(c1)OCO2 | x | 1.3
CCOC(=O)C1=CC[C@@H](c2ccccc2)[C@@H]1C(=O)c1ccc(OC)cc1 | 8 | x
O=C(NCC[C@H]1CC[C@@H](NC(=O)c2ccccc2F)[C@H](CO)O1)c1cnccn1 | -5 | 0.0
CCCc1cn(CC[C@@H]2CC[C@@H](NC(=O)C3CCOCC3)[C@@H](CO)O2)nn1 | 5 | 0.1
O=C(Nc1ccc2c(c1)[C@H]1C[C@@H](CC(=O)N3CCOCC3)O[C@@H](CO)[C@H]1O2)c1ccc2c(c1)OCO2 | 22 | -0.5
C[C@H]1CN([C@@H](C)CO)C(=O)Cc2cc(NC(=O)C3CCCCC3)ccc2O[C@@H]1CN(C)Cc1ccccc1 | 3 | 0.0
[N-]=[N+]=Nc1cccc(C(=O)N2CCN(c3ccccc3)CC2)c1 | 18 | x
CCCN(C)C[C@H]1Oc2ncc(-c3ccccc3OC)cc2C(=O)N([C@@H](C)CO)C[C@@H]1C | -15 | -2.6
CCC(=O)Nc1ccc2c(c1)C(=O)N(C)C[C@H](OC)[C@@H](C)CN(Cc1ccccc1F)[C@@H](C)CO2 | 11 | 0.1
C[C@@H]1CN([C@H](C)CO)C(=O)Cc2cc(NC(=O)Nc3ccccc3)ccc2O[C@H]1CN(C)Cc1ccc(Cl)c(Cl)c1 | x | 0.2
CCCC(=O)Nc1ccc2c(c1)OC[C@H](C)N(CCC(F)(F)F)C[C@@H](C)[C@H](OC)CN(C)C2=O | -10 | -0.1
O=C(C[C@H]1C[C@H]2c3cc(NS(=O)(=O)c4ccccc4)ccc3O[C@H]2[C@@H](CO)O1)NC1CCCC1 | -20 | -0.4
C[C@H]1CN([C@@H](C)CO)C(=O)Cc2cc(NC(=O)C3CC3)ccc2O[C@@H]1CN(C)Cc1ccc(Oc2ccccc2)cc1 | x | -0.2
C[C@@H]1CN([C@H](C)CO)C(=O)c2cccc(NC(=O)CCCCCC(=O)Nc3ccccc3N)c2O[C@@H]1CN(C)C(=O)Nc1ccc(C(F)(F)F)cc1 | -39 | x
O=C(C[C@@H]1C[C@H]2c3cc(NC(=O)Nc4ccccc4)ccc3O[C@H]2[C@H](CO)O1)NCCN1CCCCC1 | -5 | -2.0
Cc1ccc(S(=O)(=O)Nc2ccc3c(c2)C(=O)N([C@@H](C)CO)C[C@H](C)[C@@H](CN(C)C(=O)c2ccncc2)OCCCC[C@H](C)O3)cc1 | x | -2.6
C[C@@H]1CCCCO[C@@H](CN(C)S(=O)(=O)c2ccc(F)cc2)[C@H](C)CN([C@@H](C)CO)C(=O)c2cc(NC(=O)CCCN(C)C)ccc2O1 | x | -1.1
O=C(Nc1cccc(Cl)c1)N[C@H]1CC[C@@H](CCNC(=O)C2CCC2)O[C@@H]1CO | -5 | 0.1
CCCC#Cc1ccc2c(c1)O[C@@H](CN(C)Cc1ccncc1)[C@H](C)CN([C@H](C)CO)S2(=O)=O | 2 | 7.0
COc1ccc(NC(=O)N(C)C[C@@H]2Oc3c(NC(=O)CCCCCC(=O)Nc4ccccc4N)cccc3C(=O)N([C@H](C)CO)C[C@H]2C)cc1 | -6 | 0.0
Cc1ccc(S(=O)(=O)N[C@@H]2C=C[C@H](CC(=O)NCc3ccccc3F)O[C@H]2CO)cc1 | 9 | -0.4
C[C@H]1CN([C@@H](C)CO)C(=O)c2c(c3ccccc3n2C)-c2ccccc2CO[C@@H]1CN(C)S(=O)(=O)c1ccc(Cl)cc1 | -55 | x
Cc1cc(C(=O)Nc2cccc3c2O[C@@H](CN(C)Cc2ccccc2)[C@@H](C)CN([C@H](C)CO)C3=O)n(C)n1 | 12 | 1.1
C[C@@H]1CN([C@H](C)CO)S(=O)(=O)c2ccc(C3=CCCCC3)cc2O[C@H]1CN(C)C(=O)c1ccc(F)cc1 | 0 | -2.7
C[C@H]1CCCCO[C@@H](CN(C)C(=O)Nc2cccc3ccccc23)[C@@H](C)CN([C@@H](C)CO)C(=O)c2cc(NC(=O)Cc3ccccc3)ccc2O1 | x | 2.8
CO[C@@H]1CN(C)C(=O)c2ccc(NC(=O)Nc3cc(F)ccc3F)cc2OC[C@@H](C)NC[C@@H]1C | -7 | 0.0
(further entries)
SMILES | EZH2 inh | IDH1 R132H inh
CO[C@H]1CN(C)C(=O)c2ccc(NC(=O)c3ccccc3F)cc2OC[C@H](C)N(C(C)=O)C[C@H]1C | 1 | 0.1
C[C@@H]1CN([C@@H](C)CO)C(=O)Cc2cc(NC(=O)C3CC3)ccc2O[C@H]1CN(C)Cc1ccccc1 | 0 | 0.0
COc1ccc(CN(C)C[C@H]2OCCCC[C@@H](C)Oc3ccc(N(C)C)cc3C(=O)N([C@@H](C)CO)C[C@@H]2C)cc1 | -4 | x
CC(C)C#Cc1ccc2c(c1)O[C@H](CN(C)Cc1ccccc1)[C@H](C)CN([C@H](C)CO)S2(=O)=O | 25 | 0.2
CN1C(=O)CC(n2c(CO)nc3ccccc32)C1=O (stereo unspecified) | -3 | 1.6
CC(C)NC(=O)N[C@H]1CC[C@H](CC(=O)NC2Cc3ccccc3C2)O[C@H]1CO | 3 | 0.1
O=C(Cn1cnc2ccccc2c1=O)Nc1ccc(S(=O)(=O)N2CCOCC2)cc1 | -9 | 0.1
COc1ccc(OC(C)C(=O)Nc2cc3oc4ccccc4c3cc2OC)cc1 (stereo unspecified) | 29 | -0.6
CCOC(=O)c1sc(NC(=S)Nc2ccc3c(c2)OCCO3)c(C(=O)OCC)c1C | 0 | -0.1
COc1ccc(NC(=O)Nc2cccc3c2O[C@H](CN(C)S(=O)(=O)c2cccs2)[C@H](C)CN([C@H](C)CO)C3=O)cc1 | x | 0.2
COc1ccc(/C=C/C=O)cc1 | -5 | x
CCOC(=O)c1c(NC(=O)CSc2cc(C)c3ccccc3n2)sc(C)c1C | 18 | -0.3
O=C(CCCCCC(=O)N/N=C/c1ccc(F)cc1)NO | 1 | 0.1
C[C@@H]1CN([C@H](C)CO)C(=O)Cc2cc(NC(=O)CCC(F)(F)F)ccc2O[C@H]1CN(C)Cc1ccc(C(=O)Nc2ccccc2N)cc1 | -25 | 0.3
CNC[C@@H]1OCCCC[C@@H](C)Oc2ccc(NC(=O)Nc3ccc(C(F)(F)F)cc3)cc2C(=O)N([C@H](C)CO)C[C@@H]1C | -29 | 7.0
CCCC#Cc1cnc2c(c1)C(=O)N([C@@H](C)CO)C[C@H](C)[C@@H](CN(C)C(=O)NC1CCCC1)O2 | 2 | 0.1
CCCC#Cc1cnc2c(c1)C(=O)N([C@H](C)CO)C[C@H](C)[C@@H](CN(C)Cc1ccncc1)O2 | x | 0.3
C[C@H](CO)N1C[C@H](C)[C@@H](CN(C)C(=O)C2CCOCC2)Oc2ncc(C#CC(C)(C)O)cc2C1=O | 4 | 0.1

Among those listed so far, 12 have an aryl methoxy group.
SMILES | EZH2 inh | IDH1 R132H inh
COc1ccccc1NC(=O)N[C@@H]1CC[C@H](CCNC(=O)Cc2ccccn2)O[C@H]1CO | 15 | -0.1
COc1ccc(-c2cnc3c(c2)C(=O)N([C@H](C)CO)C[C@H](C)[C@@H](CN(C)C(=O)C2CCOCC2)O3)cc1 | x | 0.0
COc1cccc(N(CC(=O)Nc2ccc(OC)c(Cl)c2)S(C)(=O)=O)c1 | 6 | 0.0
COc1ccc2c(c1)C(O)(CC(=O)c1ccc3ccccc3c1)C(=O)N2 (stereo unspecified) | -7 | -0.2
COc1ccc(S(=O)(=O)N(C)C[C@@H]2Oc3ccc(NC(=O)CCN4CCOCC4)cc3CC(=O)N([C@@H](C)CO)C[C@H]2C)cc1 | x | 0.2
CCOC(=O)C1=CC[C@@H](c2ccccc2)[C@@H]1C(=O)c1ccc(OC)cc1 | 8 | x
CCCN(C)C[C@H]1Oc2ncc(-c3ccccc3OC)cc2C(=O)N([C@@H](C)CO)C[C@@H]1C | -15 | -2.6
COc1ccc(NC(=O)N(C)C[C@@H]2Oc3c(NC(=O)CCCCCC(=O)Nc4ccccc4N)cccc3C(=O)N([C@H](C)CO)C[C@H]2C)cc1 | -6 | 0.0
COc1ccc(CN(C)C[C@H]2OCCCC[C@@H](C)Oc3ccc(N(C)C)cc3C(=O)N([C@@H](C)CO)C[C@@H]2C)cc1 | -4 | x
COc1ccc(OC(C)C(=O)Nc2cc3oc4ccccc4c3cc2OC)cc1 (stereo unspecified) | 29 | -0.6
COc1ccc(NC(=O)Nc2cccc3c2O[C@H](CN(C)S(=O)(=O)c2cccs2)[C@H](C)CN([C@H](C)CO)C3=O)cc1 | x | 0.2
COc1ccc(/C=C/C=O)cc1 | -5 | x

From PubChem BioAssay
